# bovine MsrA act – activates bovine MsrA enzyme; purified bovine MsrA, absorbance read-out; activation, % at 10.6 µM; hit rate 0.3% among 360,000; AID 602163; in the data active means activation above about 7.5%;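 further: 0% = vehicle and 100% = reference activator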
# MLLE-PAM2 inh – blocks PAM2 peptide binding to the PABP1 MLLE domain. hit rate 0.36% among 360,000. GST-MLLE / FITC-PAM2 fluorescence polarization. inhibition, % at 20 µM; in the data active means inhibition above about 35%, passing the limit was not always enough;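 further: plate controls were DMSO wells with GST-MLLE for no effect and wells lacking GST-MLLE protein for full effect; some results filed as inactive read as strong as hits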
# Rin1 Abl inh – inhibitors of human Rin1-Abl protein interaction; TR-FRET Rin1/Abl binding, biochemical; P00519+Q13671; AID 588664; inhibition, % at 7.35 µM; hit rate 0.4% among 360,000; in the data active means inhibition above about 5%, passing the limit was not always enough
# Neddylation inh – inhibitors of human cullin neddylation | TR-FRET cullin neddylation, biochemical | calls only at 25 µM | hit rate 0.58% among 360,000 | AID 651699; in the data active means inhibition above about 36%
# Target sequence (P61081 whole entry, looked up): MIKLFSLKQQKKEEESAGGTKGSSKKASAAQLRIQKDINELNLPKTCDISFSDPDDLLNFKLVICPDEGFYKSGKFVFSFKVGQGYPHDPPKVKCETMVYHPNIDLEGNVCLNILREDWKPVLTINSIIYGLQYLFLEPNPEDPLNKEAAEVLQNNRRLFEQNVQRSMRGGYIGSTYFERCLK
# Target sequence (Q13564 whole entry, looked up): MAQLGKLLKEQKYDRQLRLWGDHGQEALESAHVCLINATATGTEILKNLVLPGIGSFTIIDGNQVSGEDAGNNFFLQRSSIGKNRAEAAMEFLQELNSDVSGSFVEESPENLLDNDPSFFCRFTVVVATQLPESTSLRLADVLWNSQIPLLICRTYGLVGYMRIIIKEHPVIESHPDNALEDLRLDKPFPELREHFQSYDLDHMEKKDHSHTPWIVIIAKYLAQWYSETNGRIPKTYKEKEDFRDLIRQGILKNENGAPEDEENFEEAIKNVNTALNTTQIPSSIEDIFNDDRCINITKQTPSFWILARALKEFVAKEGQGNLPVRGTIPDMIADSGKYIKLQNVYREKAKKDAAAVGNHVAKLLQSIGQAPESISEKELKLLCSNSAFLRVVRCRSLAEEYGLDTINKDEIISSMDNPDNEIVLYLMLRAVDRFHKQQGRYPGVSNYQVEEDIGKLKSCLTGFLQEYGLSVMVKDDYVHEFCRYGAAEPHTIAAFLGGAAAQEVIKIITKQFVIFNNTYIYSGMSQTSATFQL
# E coli Lon inh – inhibitors of E. coli Lon protease. P0A9M0. purified E. coli Lon protease, fluorescence polarization. inhibition, % at 7.94 µM. hit rate 0.42% among 360,000; in the data active means inhibition above about 13%, passing the limit was not always enough;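 further: 0% = enzyme with probe and DMSO and 100% = no enzyme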
# CendR NRP1 mod – modulators of CendR peptide binding to human neuropilin-1. O14786. FAM-RPARPAR peptide binding to NRP-1, fluorescence polarization. inhibition, % at 25 µM. hit rate 0.85% among 360,000;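 active means inhibition or corrected inhibition above about 18%, plus a signal ratio from 0.5 to 1.5, limit read from the data, passing the limit was not always enough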; further: strong numbers were not always called active
# MT1-MMP act inh – MT1-MMP (human) activation inhibition; GFP/RFP ratio change, % at 20 µM; HT1080 RFP-PRO-GFP cells, GFP/RFP ratio fluorescence, overnight; percent of plate control window, DMSO zero; hit rate 0.061% among 360,000; P50281;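 active means GFP/RFP ratio change of at least 30% with cell ATP level not reduced by more than half and red fluorescence within 50% of control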; further: strong numbers were not always called active
#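 Material: RFP-PRO-GFP reporter HT1080 cells. Dosing: single-point 20 µM compound, 1% DMSO. Controls: DMSO and RFP-L50D-GFP cell wells. Timing: cells overnight before dosing, compound overnight, 37 °C, 5% CO2. Measure: GFP/RFP fluorescence ratio.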
# SKN-1 block – blocks SKN-1 activity in C. elegans | C. elegans VP596 Pgst-4::GFP/RFP ratio, acrylamide-induced, 24 h | inhibition, % at 21.8 µM | hit rate 0.49% among 360,000 | AID 624304;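 active means interference check ratio from 0.5 to 1.5 plus GFP to RFP signal ratio inhibition reaching or exceeding a fixed threshold, cut at about 30% in these data, passing the limit was not always enough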; further: some compounds called inactive have numbers as strong as hits
# FAS TE block – blocks the thioesterase domain of human fatty acid synthase; AID 602261; inhibition, % at 15 µM; recombinant FAS-TE, OMFH fluorogenic substrate, fluorescence endpoint; P49327; hit rate 0.67% among 360,000;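 active means compounds whose normalised, plate-corrected inhibition of enzyme fluorescence in the single-dose primary screen is 50% or more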;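 further: 0% = DMSO with enzyme and 100% = substrate without enzyme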
# * marks the source's active call; other numbers are inactive results; i = inactive; · = no result given; + = active, no number.
canonical_smiles	bovine MsrA act	MLLE-PAM2 inh	Rin1 Abl inh	Neddylation inh	E coli Lon inh	CendR NRP1 mod	MT1-MMP act inh	SKN-1 block	FAS TE block
CCOC(=O)C1CCN(S(=O)(=O)c2ccc3c(c2)NC(=O)C(C)C(=O)N3)CC1 (stereo not drawn)	-1	7	-3	i	2	2	0	1	-1
Cc1ccc(-c2nc3ccc(C)cn3c2Cc2ccccn2)cc1	-9	·	·	i	-1	-10	3	6	-8
N/C(=N\OC(=O)CCN1C(=O)c2ccccc2C1=O)c1ccccn1	-3	-3	0	i	4	10	-1	3	-5
CC1CCCC(NC(=O)c2ccc3c(c2)N(Cc2ccccc2)C(=O)CS3=O)C1C (stereo not drawn)	-1	25	-4	i	3	2	-1	1	2
O=C(COc1ccc2c(-c3ccccc3)cc(=O)oc2c1)Nc1ccc(CN2CCOCC2)cc1	2	1	-1	i	-1	-5	-2	12	0
Cc1cc(C(=O)N2CCCC(CNS(=O)(=O)c3cccs3)C2)nn1C (stereo not drawn)	-1	3	-1	i	-8	19	0	3	-4
C=CCN(c1ccc(C(=O)Nc2ccc3c(c2)OCO3)cc1)S(C)(=O)=O	-1	0	-4	i	2	5	1	4	-2
CC(C)Cc1nnc(NC(=O)CCC(=O)N2CCN(Cc3ccccc3)CC2)s1	-3	5	1	i	-4	9	8	-6	-4
COc1ccc(OC)c(-c2cc(C(=O)NCCN3CCOCC3)no2)c1	-2	-16	-3	i	3	-3	2	6	-7
CCOc1ccccc1NC(=O)CSc1nnc(C2CC2)n1CC	-1	2	1	i	-4	18	5	15	-6
Cc1cccc(C)c1NC(=O)CN(C)C(=O)/C=C/c1cccs1	-1	-1	-2	i	-7	-13	-3	1	-10
COc1ccc(NS(=O)(=O)c2cc(NC(=O)C3CC3)ccc2N2CCCCC2)cc1	-4	-2	1	i	15	-17	1	6	17
Cc1ccccc1NS(=O)(=O)c1ccc(C(=O)N2CCCCCCC2)cc1	-4	-1	4	i	-10	14	3	26	7
O=C(Cn1ncc2c1-c1ccccc1OC2)Nc1nc2ccccc2s1	-3	8	1	i	-4	-2	2	-11	10
Cc1csc(NC(=O)CSc2nnc(-c3cccnc3)o2)n1	-7	15	3	i	8	17	-7	-7	-6
CCn1c(C)c(C(C)=O)c(N2CCN(C(c3ccccc3)c3ccccc3)CC2)nc1=S	-5	-22	4	i	0	-13	-39	5	70*
CC(=O)NN1C(=O)/C(=C2/Sc3ccc(Cl)cc3N2C)SC1=S	-5	7	2	i	-19	-12	-3	-14	-5
CC(=O)Nc1ccc(NC(=O)C(C)OC(=O)c2ccc3c(c2)OCCO3)cc1 (stereo not drawn)	-2	-9	-3	i	0	-4	-3	2	-4
CCOC(=O)CCc1c(C)c2ccc(OCc3cc([N+](=O)[O-])ccc3OC)cc2oc1=O	-2	-6	3	i	-8	6	1	4	23
Cn1c(SCc2ccc(Cl)cc2)nnc1-c1ccc2nonc2c1	-5	1	-4	+	-3	13	-1	-2	31
CC(=O)c1cc(F)c(N2CCCCCC2)cc1C	-4	5	1	i	-2	1	3	16	14
N#C/C(=C(/O)c1ccc(-c2cccc([N+](=O)[O-])c2)o1)c1nc2ccccc2s1	-10	-20	-3	i	-18	-46	-4	2	17
Cc1onc(-c2c(Cl)cccc2Cl)c1C(=O)N1C(C)CCCC1C (stereo not drawn)	-10	-9	1	i	-10	-2	-1	1	-3
COc1ccc(C(=O)NNC(=O)C(Cc2ccc(O)cc2)NC(=O)c2ccccc2NC(=O)c2ccc(OC)cc2)cc1 (stereo not drawn)	-2	7	-9	i	-2	-9	-3	24	-17
OC1CCN(c2c3c(nc4cc(-c5ccc(Cl)cc5)nn24)CCC3)CC1	-3	-13	0	+	-4	-12	1	27	16
O=C(COc1ccc(C(=S)N2CCOCC2)cc1)N1CCCC1	0	-1	2	i	-4	12	2	-8	-7
N#CNC(=Nc1cccc(Cl)c1)Oc1ccccc1	-3	-26	-2	i	-2	2	1	-7	2
O=Cc1cccnc1SCc1ccccc1	-6	-5	1	i	2	3	10	4	3
CCOc1ccc(S(=O)(=O)NCCC(=O)NCC(c2ccc(F)cc2)N2CCOCC2)cc1 (stereo not drawn)	-1	18	-1	i	9	10	1	7	-4
Cn1c(N)c(C(=O)COC(=O)CC2CC3CCC2C3)c(=O)n(C)c1=O (stereo not drawn)	-5	7	-2	i	-1	1	3	-3	10
O=C(NC1CC1)c1cccc(NC(=O)C2CCCCC2)c1	-4	1	-4	i	-5	-1	2	-4	-10
Cc1cccc(OCCC(=O)Nc2ccc(F)c(F)c2)c1	-9	3	3	i	-7	13	1	2	17
COc1ccc(CCC(=O)NC2CCCN(Cc3ccc(Cl)cc3)C2)cc1OC (stereo not drawn)	0	-12	0	i	-1	2	2	-3	0
CCOc1ccccc1NC(=O)C1CCN(S(=O)(=O)c2cccc3cccnc23)CC1	-2	10	6	i	-8	-6	-4	-8	6
Cn1cc([C@]2(O)C(=O)Nc3c(F)cccc32)c2ccccc21	·	·	·	i	·	13	3	-6	·
Nc1c(-c2ccc(Cl)cc2)nnn1-c1ccccc1	0	-9	-3	i	1	1	9	11	0
COc1ccc(CCNC(=O)CC(c2ccccc2)c2cccc(C)c2O)cc1OC (stereo not drawn)	-1	-15	4	i	-7	5	2	-1	5
CCCOc1ccc(N/C=C/C(=O)c2cc(OC)c(OC)c(OC)c2)cc1	-3	-3	-1	i	-7	-8	7	12	32
CCN(CC)C(=O)C1CCCN(C(=O)c2ccc3nc(-c4cccc(OC)c4)oc3c2)C1 (stereo not drawn)	-1	1	-1	i	2	-2	4	8	-3
Clc1cccc(N2CCN(CCNc3nc4ccccc4n4cnnc34)CC2)c1	-2	4	-3	i	-7	9	2	-9	31
COc1ccc(CC(=O)NNC(=S)Nc2ccccc2)cc1Br	-3	24	2	i	3	7	-1	10	4
CC(=O)Nc1ccc(OCC(=O)Nc2ccc(Cl)c(S(=O)(=O)N3CCOCC3)c2)cc1	-2	-5	-2	i	-13	-2	20	16	-3
O=C(NCCc1ccccc1)c1cnc2sccn2c1=O	-6	-17	4	i	0	-13	1	14	-7
CC(C)(C)OC(=O)N1CCC(C(=O)Nc2ccc(C(=O)N3CCOCC3)cc2)CC1	-7	12	8	i	6	-6	1	10	-6
COc1cc(N(C)C)ccc1C=c1c2ccccc2n2c1cc(-c1ccccc1)[n+]2C	4	-95	-36	i	-7	-70	65*	69	9
Cc1ccc(S(=O)(=O)Nc2ccc(NC(=O)CN3CCCCC3)cc2)cc1	0	-3	2	i	1	9	-4	6	-4
O=C1NC[C@@H](CCCCN2C[C@H](Cc3ccccc3)N(CCC3CCCCC3)C(=O)C2=O)N(CC2CCCCC2)C1=O	-7	·	·	i	-5	-12	6	3	19
Cc1cc(NC(=O)Nc2ccc(Cl)cc2)n(C)n1	-5	6	-1	i	0	0	6	-6	-3
Cc1nn(C)cc1/C=N\NC(=O)c1ccc2c(c1)c(C)c(C)n2Cc1ccccc1	-1	-11	-3	i	-2	-4	6	16	6
CCc1ccc(CNCc2ccc(F)cc2)cc1	-2	10	1	i	-18	-4	4	4	-8
O=C(CSc1ccc(-c2ccncc2)nn1)N1CCN(c2ccccc2)CC1	-2	16	1	i	-11	-2	-1	8	-4
CC1CCC(NS(=O)(=O)c2ccc3c(c2)n(C)c(=O)c(=O)n3C)CC1 (stereo not drawn)	-4	2	-1	i	-5	-15	-4	-17	-4
CCc1nc(N)c(C#N)c(-c2ccccc2OC)c1C	-10	1	2	i	-5	-1	6	1	-4
COc1ccc(/C=C/c2cc(O)cc(O[C@@H]3O[C@H](CO)[C@@H](O)[C@H](O)[C@H]3O)c2)cc1O	-2	4	-8	i	-2	17	9	-11	-5
CC1CC(C)CN(c2cc3c(cc2[N+](=O)[O-])C(=O)N(c2ccccc2)C3=O)C1 (stereo not drawn)	-4	-2	0	i	-8	0	-2	9	-1
COC(=O)C1C(c2ccc(OC)cc2)Nc2nnc(C(F)(F)F)n2C1(C)O (stereo not drawn)	-4	-3	2	i	4	10	2	6	-9
O=C(O)C1(c2ccccc2)CCN(S(=O)(=O)c2ccccc2)CC1	-6	12	1	i	2	10	-1	-15	-5
O=C(Nc1nc2ccccc2n1CCN1CCCCC1)C1CCCCC1	-4	-11	1	i	-7	3	6	20	-8
CC(C)(C)c1ccc(-c2ncccc2O)cc1	-3	-8	2	i	0	4	5	-4	10
Cc1ccc(S(=O)(=O)NCC(=O)Nc2ccc3c(c2)OCO3)cc1	-1	15	4	i	7	10	2	2	-1

# Other structures
canonical_smiles	bovine MsrA act	MLLE-PAM2 inh	Rin1 Abl inh	Neddylation inh	E coli Lon inh	CendR NRP1 mod	MT1-MMP act inh	SKN-1 block	FAS TE block
CCn1c(SCC(=O)NC2CCCCC2)nnc1-c1cccnc1	-2	4	3	i	-5	0	1	-6	-6
Cc1ccc(C(=O)NC(=S)NCc2cccnc2)c(C)c1	-4	28	2	i	15	15	1	-6	0
CCCCS(=O)(=O)N1CCC(C(=O)Oc2ccccc2OC)CC1	-9	-10	0	i	-4	-3	0	27	0
Cc1ccc(-c2nnc3ccc(SCC(=O)Nc4cc(C)on4)nn23)cc1	-2	11	-3	i	-2	2	-1	15	-7
O=C(OCC(=O)c1ccc(Cl)s1)c1ccccn1	-4	4	1	i	-2	-1	3	3	-6
Cc1cc(Cl)ccc1OCCCC(=O)N1CCN(C(=O)c2ccco2)CC1	-5	12	-3	i	-9	-6	2	-3	0
O=C(CCCn1c(SCC(=O)NCC2CCCO2)nc2ccccc2c1=O)NCc1ccccc1 (stereo not drawn)	0	-14	-5	i	-6	5	5	4	-1
O=C(COC(=O)c1ccc([N+](=O)[O-])o1)Nc1cccc2ccccc12	-6	-11	-1	i	-4	-10	-2	1	-3
O=C(Nc1cc(S(=O)(=O)N2CCOCC2)ccc1OCC(F)(F)F)C1=COCCO1	-12	-20	2	i	-6	-12	·	5	-12
CCCC(=O)Nc1nnc(-c2cccc(OCC)c2)s1	-3	-8	-6	i	-3	2	5	-16	-5
Cc1cccc2nc3c(nc12)-c1ccccc1C3=O	-1	2	-3	i	3	-3	4	3	-1
Cc1ccccc1OCC(=O)OCC(=O)NCc1cccs1	-2	-1	1	i	-1	6	6	-3	-6
C/C(=N\NC1=N[C@H]2CS(=O)(=O)C[C@H]2S1)c1ccccc1	2	7	-4	i	-14	13	-2	8	-5
N#Cc1c(-c2ccccc2)ccnc1N1CCOCC1	-1	2	-2	·	-1	8	0	27	0
COc1ccc(OC)c(NC(=O)CCNC(=O)Cn2cnc3ccccc3c2=O)c1	-4	0	-5	i	5	1	6	2	-7
Cn1c(N2CCCCC2)nc2c1c(=O)n(Cc1cccc(Br)c1)c(=O)n2C	-2	-11	2	i	-11	-3	9	8	8
O=C1[C@@H]2[C@H](C(=O)N1Cc1ccco1)[C@H]1C=C[C@@H]2C1	0	0	0	i	-2	0	4	1	-9
Cc1ccc(C)c(S(=O)(=O)NCC(c2ccc3c(c2)OCO3)N2CCOCC2)c1 (stereo not drawn)	1	7	1	i	-10	3	7	15	4

# High-throughput results from PubChem BioAssay.
